# MITF primary = inhibitors of human MITF; O75030; AlphaScreen MITF homodimerization, bead proximity signal; inhibition, % at 2.6 µM; 0.91% of 650,000 active; AID 1259374; in the data active = inhibition above about 50%;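 note: 0% = vehicle wells with protein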
# Target sequence (O75030 whole entry, looked up): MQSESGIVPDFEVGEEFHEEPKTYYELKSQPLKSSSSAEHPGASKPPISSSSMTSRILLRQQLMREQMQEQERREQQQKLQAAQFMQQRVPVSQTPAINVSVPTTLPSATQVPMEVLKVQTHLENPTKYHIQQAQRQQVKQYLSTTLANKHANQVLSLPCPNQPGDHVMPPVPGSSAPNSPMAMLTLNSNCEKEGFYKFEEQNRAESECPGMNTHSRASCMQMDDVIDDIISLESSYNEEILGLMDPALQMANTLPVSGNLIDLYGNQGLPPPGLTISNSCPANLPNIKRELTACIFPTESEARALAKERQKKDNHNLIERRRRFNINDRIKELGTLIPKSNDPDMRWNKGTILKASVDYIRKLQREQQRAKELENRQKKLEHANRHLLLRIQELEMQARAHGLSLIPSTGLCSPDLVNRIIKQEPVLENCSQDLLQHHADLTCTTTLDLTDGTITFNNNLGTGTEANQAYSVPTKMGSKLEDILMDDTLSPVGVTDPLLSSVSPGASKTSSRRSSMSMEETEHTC
# GPR151 activ = activates the human receptor GPR151 | Q8TDV0 | PathHunter beta-arrestin GPR151 cells, luminescence | activation, % at 11.2 µM | 1% of 650,000 active; in the data active = activation above about 4.9%;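 note: 0% = median of compound wells and 100% = cells with positive control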
# Target sequence (Q8TDV0 whole entry, looked up): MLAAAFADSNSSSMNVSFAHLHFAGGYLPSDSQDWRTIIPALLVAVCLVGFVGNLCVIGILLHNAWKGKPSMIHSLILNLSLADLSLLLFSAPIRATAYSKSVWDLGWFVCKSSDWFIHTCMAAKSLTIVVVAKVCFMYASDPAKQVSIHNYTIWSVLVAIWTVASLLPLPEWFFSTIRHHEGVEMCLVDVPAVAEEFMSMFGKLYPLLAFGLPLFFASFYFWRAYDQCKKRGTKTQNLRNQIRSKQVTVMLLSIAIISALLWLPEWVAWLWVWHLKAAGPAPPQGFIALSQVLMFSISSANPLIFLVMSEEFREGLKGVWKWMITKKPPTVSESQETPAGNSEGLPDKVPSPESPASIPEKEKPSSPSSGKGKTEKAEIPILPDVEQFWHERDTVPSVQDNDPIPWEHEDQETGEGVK
# FBW7 act = activators of human E3 ligase FBW7. Q969H0. AlphaScreen FBW7–phospho-cyclin E peptide binding, activator screen. normalized activity (activation), % at 26.1 µM. 0.13% of 650,000 active; in the data active = normalized activity above about 1.9%;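 note: purified mutant Fbw7 with reduced substrate affinity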
# TEAD-YAP block = TEAD-YAP interaction inhibition. 1.4% of 640,000 active. HEK-TIYL cells, TEAD-Gal4/YAP UAS-luciferase luminescence. inhibition, % at 9.12 µM. AID 1259422; in the data active = inhibition above about 32%;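 note: 0% = median of test compound wells and 100% = reference inhibitor wells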
# An asterisk follows results filed as active.
Structure,MITF primary,GPR151 activ,FBW7 act,TEAD-YAP block
COc1ccccc1C(=O)Nc1cc([N+](=O)[O-])ccc1Cl,-4,2.8,-0.1,-10
Cc1ccc(Cn2nnnc2CN2CCC(O)(c3ccccc3F)CC2)cc1,2,0.0,0.1,-24
O=C(O)CNC(=S)N(Cc1ccc(F)cc1)C1CCCCC1,-4,0.9,0.5,-6
C=CCNC(=O)Cc1c(C)n(C(=O)c2ccc(Cl)cc2)c2ccc(OC)cc12,6,1.2,0.2,-11
COc1ccc(CNC(=O)CCCCCn2c(=O)[nH]c3ccsc3c2=O)cc1,11,-0.8,0.0,1
COc1cc(C(=O)/C(=C/c2cccnc2)c2nc3ccccc3o2)cc(OC)c1OC,4,3.0,-0.3,5
O=C(COc1ncnc2sccc12)NC(=O)NC1CCCCC1,5,-2.0,-0.1,-4
O=C(NNC(=S)NC1CC1)c1cccnc1,19,-2.0,0.0,-4
CC1CCN(C(=O)C(C)c2ccc([N+](=O)[O-])cc2)CC1 (centres undefined),7,0.8,0.0,4
CC(=O)C1=C(O)C(=O)N(CCNCCO)C1c1cccnc1 (centres undefined),8,0.4,-0.1,0
COCCNC(=O)[C@@H]1C[C@@H](NC/C(C)=C/c2ccccc2)CN1Cc1cccc(Cl)c1,7,-0.6,0.0,13
Cc1cc(S(=O)(=O)NCC(c2ccc3c(c2)CCN3C)N2CCOCC2)ccc1F (centres undefined),-12,1.2,0.0,-2
O=C(c1cn(C[C@H]2CCCN(C(=O)c3ccn[nH]3)C2)nn1)N1CCOCC1,15,1.7,0.5,9
O=S(=O)(NCCCNC1CCCCC1)c1ccc2ccccc2c1,6,-0.6,0.3,0
CC1=NN(c2ccc(Cl)cc2)C(=O)/C1=C\c1cccc(O)c1,6,0.1,-0.7,6
CCC(c1nnc(SCC(=O)N(C)C)o1)N(C)C (centres undefined),81*,0.6,-0.3,6
Cc1cc2nc(-c3cccc(N)c3C)oc2cc1C,-4,-8.5,0.0,89*
COC(=O)C12CC3CC(CC(NC(=O)Cn4cnc5ccccc54)(C3)C1)C2,7,-0.5,0.3,3
COc1ccccc1C(=O)NC(C)C(c1cccs1)N1CCN(C)CC1 (centres undefined),2,1.7,0.8,0
Cc1cc(C(=O)NCC2CCCO2)c2c(C)nn(-c3ccccc3)c2n1 (centres undefined),13,-1.0,0.7,3
COc1ccc([C@@H]2Nc3c(C)ccc(Cl)c3[C@@H]3C=CC[C@@H]32)cc1[N+](=O)[O-],9,0.6,0.2,9
Cc1noc(C)c1C(=O)N1CCN(C(=O)c2sc3cc(Cl)ccc3c2Cl)CC1,18,-2.3,1.0,12
CCCc1ccc(C#N)c(SCC(=O)O)n1,-8,0.8,-0.1,-1
COc1ccc(CC(=O)Nc2c3c(nn2-c2ccc(Oc4ccccc4)cc2)CSC3)cc1,-13,0.4,0.2,-5
O=C1CC(NC2CC2)C(=O)N1c1ccccc1 (centres undefined),-4,0.3,0.2,-4
CCOC(=O)C1=CN(c2ccc(F)cc2)C=C(C(=O)OCC)C1c1ccc(F)cc1,6,0.1,0.3,3
CCN(CC)CCn1c(NC(=O)COc2c(F)c(F)cc(F)c2F)nc2ccccc21,0,-0.6,-0.2,7
CCN(CC)CCNC(=O)c1ccc2c(c1)NC(=O)c1ccccc1N2,12,1.7,0.1,-20
C=CCC1Cc2ccccc2C(C)N1 (centres undefined),5,-1.0,0.2,24
CC(CO)NC(=O)c1cnc2sc3ccccc3n2c1=O (centres undefined),0,-0.2,0.1,-14
O=C(Nc1ccc(Cl)cc1F)c1cc(S(=O)(=O)N2CCC3(CC2)OCCO3)ccc1F,13,-5.8,1.4,7
CCOc1ccc(-c2nnc(NC(=O)c3ccc(OC)cc3)s2)cc1,13,-1.5,0.0,7
NC(=O)c1ccc(NC(=O)CN2CCc3ccccc3C2)cc1,3,0.0,0.1,-6
COc1ccccc1C(=O)NNC(=O)c1ccccc1Br,-5,-1.7,-0.1,-19
COc1cc(C)c(C)cc1S(=O)(=O)N1CCCC1,3,-0.7,-0.1,-4
CCN(CC)c1ccc2cc(C(N)=O)c(=Nc3ccc(OC(F)(F)F)cc3)oc2c1,5,0.1,-0.1,-4
CCn1nc(C)cc1C(=O)Nc1ccc2sccc2c1,-8,-4.5,0.3,-41
O=C(Nc1ccc2oc(-c3ccncc3)nc2c1)C(c1ccccc1)c1ccccc1,0,0.8,-0.1,-14
COc1ccc2cc3cc(C(=O)NCc4cccnc4)oc3nc2c1,11,0.0,0.0,-25
Cc1ccccc1NC(=O)C1CCN(S(=O)(=O)c2ccc(Br)cc2)CC1,-7,0.6,-0.1,3
COc1ccccc1NC(=O)NNC(=O)CN(C)S(=O)(=O)c1ccc(C)cc1,4,5.3*,0.2,8
Cc1ccc(NC(=O)C2C3C=CC4(O3)C2C(=O)N(Cc2ccc(F)cc2)C4C(=O)NC2CCCC(C)C2C)cc1Cl (centres undefined),9,-0.7,0.3,-1
O=C(CN1CCC(n2nnc3ccccc32)CC1)NC1CCCCC1,12,-0.3,0.0,-4
Nc1ncnc2ncc3c4ccccc4[nH]c3c12,9,0.6,-0.1,5
CCOc1ccc(/C(O)=C2\C(=O)C(=O)N(CCN(C)C)C2c2ccccc2F)c(C)c1 (centres undefined),-10,-0.3,-0.1,3
COCCn1nnnc1C(CC(C)C)N1CCN(c2cc(Cl)ccc2C)CC1 (centres undefined),1,1.3,0.1,1
COc1ccc2c(c1)cc1n2CCN=C1NN,-15,-1.0,-0.1,-17
COc1ccc(N2C(=O)NC3CC2(C)Oc2c(OC)cc(Br)cc23)cc1OC (centres undefined),-5,1.9,-0.1,5

# Entries shown so far containing fluorine:
Structure,MITF primary,GPR151 activ,FBW7 act,TEAD-YAP block
Cc1ccc(Cn2nnnc2CN2CCC(O)(c3ccccc3F)CC2)cc1,2,0.0,0.1,-24
O=C(O)CNC(=S)N(Cc1ccc(F)cc1)C1CCCCC1,-4,0.9,0.5,-6
Cc1cc(S(=O)(=O)NCC(c2ccc3c(c2)CCN3C)N2CCOCC2)ccc1F (centres undefined),-12,1.2,0.0,-2
CCOC(=O)C1=CN(c2ccc(F)cc2)C=C(C(=O)OCC)C1c1ccc(F)cc1,6,0.1,0.3,3
CCN(CC)CCn1c(NC(=O)COc2c(F)c(F)cc(F)c2F)nc2ccccc21,0,-0.6,-0.2,7
O=C(Nc1ccc(Cl)cc1F)c1cc(S(=O)(=O)N2CCC3(CC2)OCCO3)ccc1F,13,-5.8,1.4,7
CCN(CC)c1ccc2cc(C(N)=O)c(=Nc3ccc(OC(F)(F)F)cc3)oc2c1,5,0.1,-0.1,-4
Cc1ccc(NC(=O)C2C3C=CC4(O3)C2C(=O)N(Cc2ccc(F)cc2)C4C(=O)NC2CCCC(C)C2C)cc1Cl (centres undefined),9,-0.7,0.3,-1
CCOc1ccc(/C(O)=C2\C(=O)C(=O)N(CCN(C)C)C2c2ccccc2F)c(C)c1 (centres undefined),-10,-0.3,-0.1,3

# (listing goes on)
Structure,MITF primary,GPR151 activ,FBW7 act,TEAD-YAP block
COC(=O)c1ccc(NC(=O)/C(=C/c2cccc([N+](=O)[O-])c2)NC(=O)c2ccc(OC)c(Br)c2)cc1,2,-0.5,0.0,3
O=C(Nc1cc(Oc2ccc(F)cc2)cc([N+](=O)[O-])c1)c1ccco1,10,1.2,0.1,15
COc1ccc2c(C)nc(N3CCC(N(C)CC4Cc5ccccc5O4)CC3)nc2c1 (centres undefined),-18,-1.6,0.0,-13
Cc1ccccc1N1C(=O)NC(=O)/C(=C\c2ccc(I)cc2)C1=O,-9,-2.5,-0.2,-5
NS(=O)(=O)c1ccc(NC(=O)CSc2nnc(-c3ccccc3F)o2)cc1,12,-0.5,0.2,6
COc1ccc(CCNC(=O)c2sc3ncnc(N(C)c4ccccc4)c3c2C)cc1OC,9,-0.5,0.1,-2
COc1ccccc1NC(=O)c1nnn(Cc2ccccc2)c1NC(=O)C(F)(F)F,7,-0.7,0.2,6
Cc1cc(C)n(-c2cc(N3CCN(S(=O)(=O)c4ccc(Cl)cc4)CC3)ccc2[N+](=O)[O-])n1,0,0.0,-0.1,-7
COc1ccccc1N1CCN(Cc2nnnn2C(C)(C)C)CC1,-7,-0.4,0.3,5
COC(=O)C1CCN(c2nc(CN(C)C3CCOC3)nc3cc(OC)c(OC)cc23)CC1 (centres undefined),-6,-1.5,-0.3,-8
Cc1cnc(-c2ccc(C(=O)NC3CC3)cc2)nc1NCCOc1ccccc1,12,-0.3,0.1,7
CCOC(=O)CN1C(=O)C(O)(CC(=O)c2ccc([N+](=O)[O-])cc2)c2ccccc21 (centres undefined),-5,0.5,-0.1,2
COc1ccc(-n2cc(C(=O)N3CCCc4ccccc43)c3ccccc3c2=O)cc1,12,1.2,0.0,-19
COc1ccc(C(C)NC(=O)C2CC2)cc1OC (centres undefined),-6,2.2,-0.1,7
O=C(N/N=C/c1cccc(O)c1)c1cnccn1,-2,-4.5,0.0,-6
COc1ccc(Cl)cc1NC(=O)c1cc(Br)ccc1OC,-5,-1.5,-0.1,-1
COc1ccc(CNC(=O)CCCCCn2c(SCC(=O)Nc3ccc(OC)cc3OC)nc3cc4c(cc3c2=O)OCO4)cc1,-8,0.2,0.0,2
Cc1ccc(NC(=O)CCc2c(C)nc3nc(CN)nn3c2C)cc1F,9,-0.9,-0.1,-4
Cn1cc([N+](=O)[O-])c(C(=O)NNC(=O)c2ccc([N+](=O)[O-])cc2Cl)n1,-37,0.3,0.1,3
COc1ccc(OCC(=O)N2CCC3(CC2)OCc2cc(Cl)ccc2O3)cc1,-10,0.5,-0.7,-3
COc1ccc(S(=O)(=O)Nc2ccc3oc4c(c3c2)CCCC4)cc1,-5,-0.3,-0.1,8
CC(=O)c1ccc(NC(=O)CSc2nnc(Cc3cccn3C)n2CCc2ccccc2)cc1,28,-0.7,1.0,2
Cc1c(C(=O)Nc2nc3ccccc3s2)sc2ncn(CC(=O)N3CCCC3)c(=O)c12,7,-0.3,-0.1,-38
CCOc1ccc(NC(=O)c2ccc(N3CC4CC(C3)c3cccc(=O)n3C4)c(NC(=O)c3cccc(C(F)(F)F)c3)c2)cc1 (centres undefined),6,-0.3,-0.2,-5
Cc1cc(=O)oc2cc(OCc3ccccc3F)c(Cl)cc12,0,0.7,0.0,7
COc1cccc(C2CC(=O)N3CN(C4CCCC4)CSC3=C2C#N)c1 (centres undefined),5,-0.6,0.2,3
COc1ccc(/C=N/NC(=O)c2[nH]ncc2Br)c(OC)c1,8,-5.7,0.6,-45
CCOC(=O)CSc1nc2c(sc(=S)n2-c2ccc(C)c(C)c2)c(=O)n1-c1ccc(OCC)cc1,23,0.0,0.7,-1
Cc1cc(NC(=O)/C=C/c2ccc(F)cc2)c2ccccc2n1,8,-0.6,0.1,10
CCOc1ccc2nc(NCCNC(=O)C(F)(F)F)c(C#N)cc2c1,9,3.0,0.3,7
COC1OC(COC(c2ccccc2)(c2ccccc2)c2ccccc2)C(O)C(O)C1O (centres undefined),-3,-0.8,0.1,-1
CC(C)c1ccc(N2C(=O)NC(=O)/C(=C/c3ccc(O)cc3)C2=O)cc1,12,-1.8,0.1,8
O=C1NC2(CCCCCC2)Cc2ccccc21,-6,7.9*,-0.2,-14
CC(=O)c1cccc(N(CN2C(=O)c3ccccc3C2=O)C(=O)C(F)(F)F)c1,7,1.1,-0.1,-9
Cc1ccc(NC(=O)CN(C)S(=O)(=O)c2cccc3cccnc23)cc1C,-1,-0.6,0.0,-11
CCCCCN(C(=O)NC(=O)Nc1ccccc1OC)S(=O)(=O)c1ccc(C)cc1,4,0.0,-0.1,-4
CCCCOc1ccc(-c2nn(-c3ccccc3)cc2/C=c2\sc3nc(-c4ccc(C)cc4)nn3c2=O)cc1C,3,-1.4,-0.3,3
CCCCN(C)CCNC(=O)Cn1ncc2c1-c1ccccc1OC2,-1,-2.6,0.0,5
O=C(O)CC(NC(=O)c1cncc(Br)c1)C(=O)O (centres undefined),5,2.7,0.1,12
CCOc1ccc(N(C(C)C(=O)NC(C)CC)S(C)(=O)=O)cc1 (centres undefined),2,-1.3,-0.2,-2
Cc1c(NC(=S)NCC2CCCO2)c(=O)n(-c2ccccc2)n1C (centres undefined),10,-1.7,0.3,6
O=C(O)c1ccc(NCc2cccc(Br)c2)cc1,3,-1.3,0.0,4
O=S(=O)(Nc1ccc2c(c1)N(S(=O)(=O)c1ccc(F)cc1)CCC2)c1cccc(F)c1,16,-0.6,0.5,6
CCCc1nc2sc3c(NCCO)ncnc3c2c2c1COC(C)(C)C2,9,-0.9,0.0,-10
C[C@@H]1NC(=O)[C@@H]2C[C@H](NC(=O)c3cnn(-c4ccccc4)c3C(F)(F)F)CN2C1=O,-19,0.3,0.0,-5
O=C1/C(=C/c2c(Cl)cccc2Cl)SC(=Nc2ccccc2)N1c1ccccc1,1,0.3,0.0,10
Cn1c(SCC(=O)Nc2ccc3c(c2)C(=O)c2ccccc2C3=O)nnc1-c1ccco1,3,0.6,-0.1,-6
CC(C)(C)C(=O)NC1CCN(C(=S)Nc2cccc(Cl)c2)CC1,3,-0.6,-0.1,-1
COc1ccc(-c2nc3ccc(C(=O)NC4CCCC(C)C4C)cc3nc2-c2ccc(OC)cc2)cc1 (centres undefined),15,-0.5,0.5,6
O=C(CC1Sc2ccccc2NC1=O)Nc1ccc(Cl)cc1[N+](=O)[O-] (centres undefined),7,0.2,-0.3,6

# Compound activity (PubChem)

# Hits appear at their usual frequency; 3.4% or so of the library scored in one or more.
